TRPM1 prom inh – MITF TRPM1 promoter inhibition in SK-MEL-5 cells; 330,000 tested, 0.83% active; inhibition, % at 12.5 µM; SK-MEL-5 TRPM1 promoter luciferase, 24 h;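 active means mean inhibition across replicates of 60% or more, whatever share of single replicates reaches that level; inconclusive means some that reach 60%, reason not given; inactive means mean inhibition across replicates below 60%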; further: values of inactives mirror those of a sister screen read the other way
KKLEB cytotox – counter-screen for CF NF-kB inhibitors: cytotoxicity | KKLEB CF airway cells viability, ATPlite luminescence, overnight; active compounds read low; cells stimulated with P. aeruginosa culture filtrate | 360,000 tested, 0.36% active | activity change (cytotoxicity), % at 5 µM;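 active means corrected activity change at or below -50% at 5 µM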
Vif imaging – HIV Vif inhibition | HEK293T cells, Vif self-association by quenched fluorescence, imaging, 24 h | inhibition, % at 7.49 µM | 340,000 tested, 0.35% active | AID 602346; in the data active means inhibition above about 50%, passing the limit was not always enough; inconclusive means no clear call, values can overlap the other calls; inactive means below about 31%; further: some results filed as inactive read as strong as hits
NR2E3 ag-1 – NR2E3 (human) agonism; 320,000 tested, 0.12% active; inhibition of corepressor binding, % at 4.78 µM; GST-NR2E3/biotin-RetCOR TR-FRET, 1536-well; Q9Y5X4; AID 2300;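 active means percent inhibition above the cutoff of mean plus 3 SD of all tested compounds, set per screening campaign, cut at about 20% in these data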;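 further: 0% = DMSO wells and 100% = biotin wells as full block of FRET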
Target sequence (Q9Y5X4 whole entry, looked up): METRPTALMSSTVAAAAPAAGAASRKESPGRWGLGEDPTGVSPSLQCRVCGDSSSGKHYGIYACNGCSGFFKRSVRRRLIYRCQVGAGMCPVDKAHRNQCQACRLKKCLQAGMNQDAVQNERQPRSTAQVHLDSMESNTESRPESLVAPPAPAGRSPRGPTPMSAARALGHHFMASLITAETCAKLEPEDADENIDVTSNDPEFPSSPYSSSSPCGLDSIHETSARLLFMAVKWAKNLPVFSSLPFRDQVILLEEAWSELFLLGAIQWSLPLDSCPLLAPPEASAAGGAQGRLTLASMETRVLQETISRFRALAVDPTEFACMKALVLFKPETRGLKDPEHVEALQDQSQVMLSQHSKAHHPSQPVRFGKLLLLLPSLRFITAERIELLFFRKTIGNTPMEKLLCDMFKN
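Assay system: NR2E3–RetCOR corepressor complex. Quantity: 1.35 nM GST-NR2E3. Buffer or medium: pH 7.5 Tris-based buffer. Reagent: biotinylated RetCOR corepressor at 7 nM final. Schedule: 5 h at 4 °C. Detection: TR-FRET, emission read at 617 and 671 nm. Replicates: one well per compound, singlicate testing.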
HIF-2a inh – blocks HIF-2a reporter activity | 786-0 RCC cells HIF-2a reporter, luciferase luminescence, overnight | inhibition, % at 18.8 µM | 360,000 tested, 0.72% active | AID 624352;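 active means inhibition of the luminescence signal of 40% or more relative to plate controls, in a single-dose primary screen at 18.75 µM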
Shn3 inh set2 – inhibitors of Schnurri-3 3'UTR reporter in osteoblasts | Clone20 osteoblast Shn3 3'UTR firefly luciferase, 24 h | inhibition, % at 12.5 µM | 360,000 tested, 0.52% active;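 active means mean inhibition of at least 75% with every replicate also reaching 75%; inconclusive means mean inhibition at least 75% but some replicate below; inactive means mean inhibition below 75%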;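 further: 0% = median of neutral control wells and 100% = pilot-screen positive control compound; some compounds past the cut are filed as inactive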
NR2E3 ag-2 – agonists of human NR2E3 nuclear receptor; CHO-S Gal4-NCOR/VP16-NR2E3 two-hybrid, luciferase; inhibition of corepressor binding, % at 3.98 µM; 360,000 tested, 0.35% active; AID 602229;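 active means inhibition above the mean of all tested compounds plus 3 SD, cut at about 70% in these data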;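 further: 0% = DMSO with NR2E3 transfected cells and 100% = cells lacking NR2E3 construct; higher means lower luciferase signal from less NR2E3 corepressor binding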
CaV13 ICDI inh – Disruptors of the CACNA1D IQ motif to Ca2+-dependent inactivation inhibitor domain association, primary screening, Förster resonance energy transfer in intact living … | inhibition, % at 12.3 µM | AID 743397 | HEK cells, CFP/YFP FRET ICDI-IQ, plate reader, 10 min; percent FRET-ratio fall versus neutral wells | 340,000 tested, 0.098% active;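 active means mean replicate inhibition of at least 30% and at least 1% of replicates passing that level; inconclusive means only one of the two criteria is met; inactive means neither criterion is met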;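 further: 0% = median of the neutral control wells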
CF NFkB block – cystic fibrosis NF-kB activation inhibition. KKLEB NF-kB-GFP reporter, PAF-induced, GFP fluorescence overnight. inhibition, % at 5 µM. 360,000 tested, 0.86% active;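 active means at least 50% inhibition at 5 µM, scaled per plate between neutral and stimulator controls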;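 further: PAF is a Pseudomonas aeruginosa culture filtrate used as stimulus; plate controls were PAF-stimulated DMSO wells for no effect and unstimulated DMSO wells for full effect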
PDI inh – inhibitors of human protein disulfide isomerase | P07237 | PDI insulin aggregation turbidity, A650, 90 min | inhibition, % at 10 µM | 350,000 tested, 0.052% active;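 active means mean inhibition across replicates of 30% or more, whatever share of single replicates reach that level; inconclusive means mean inhibition below 30% while every single replicate reaches 30%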;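 further: absorbance from insulin aggregation driven by PDI reduction with DTT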
Target sequence (P07237 whole entry, looked up): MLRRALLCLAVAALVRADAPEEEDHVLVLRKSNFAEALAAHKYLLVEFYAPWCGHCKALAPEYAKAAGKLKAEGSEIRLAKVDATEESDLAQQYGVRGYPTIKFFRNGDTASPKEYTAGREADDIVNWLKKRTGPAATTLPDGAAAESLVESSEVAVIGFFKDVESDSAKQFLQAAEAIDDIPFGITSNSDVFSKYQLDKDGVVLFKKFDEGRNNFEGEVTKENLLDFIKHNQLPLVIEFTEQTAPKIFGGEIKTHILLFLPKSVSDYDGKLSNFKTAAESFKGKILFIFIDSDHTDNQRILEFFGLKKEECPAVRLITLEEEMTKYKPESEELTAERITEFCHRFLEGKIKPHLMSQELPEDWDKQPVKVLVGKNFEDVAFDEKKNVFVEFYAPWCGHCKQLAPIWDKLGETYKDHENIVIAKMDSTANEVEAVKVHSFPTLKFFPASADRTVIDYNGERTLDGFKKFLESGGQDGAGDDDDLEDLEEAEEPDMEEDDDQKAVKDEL
Peg3 prom inh – inhibitors of Peg3 promoter | HeLa PEG-Prom luciferase reporter, luminescence, overnight | 360,000 tested, 1.7% active | inhibition, % at 20 µM | AID 588405;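 active means inhibition of at least 50% at 20 µM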
Active calls of the source: *; ? = inconclusive; . = not tested or not shown.

Compound	TRPM1 prom inh	KKLEB cytotox	Vif imaging	NR2E3 ag-1	HIF-2a inh	Shn3 inh set2	NR2E3 ag-2	CaV13 ICDI inh	CF NFkB block	PDI inh	Peg3 prom inh
O=C(NNC(=O)c1cc2ccccc2cc1O)Nc1ccc(F)cc1F	4	-11	-4	0	-31	-2	-2	.	16	-7	-8
Cc1ccc2c(COC(=O)c3ccccc3Br)cc(=O)oc2c1	-108	-11	-7	5	-102	-114	-88	-7	29	-5	-380
CCCn1c(COc2ccccc2)nc2ccccc21	2	-6	-3	2	-45	8	-9	-1	7	10	3
COc1ccccc1Nc1nc(Cl)c(C=O)s1	-27	8	0	1	-71	-30	25	-31	-21	-3	-129
O=C(Nc1cccc2ncccc12)c1cc([N+](=O)[O-])ccc1Cl	7	9	9	3	26	0	9	-2	-16	12	34
Cc1cccn2c(=O)c(/C=N/O)c(N3CCCCC3)nc12	6	2	11	2	4	10	-20	.	21	2	0
O=C(NCc1ccccc1Cl)C1CCN(S(=O)(=O)N2CCOCC2)CC1	-7	-6	3	-1	-31	-20	0	-20	6	2	-20
Cc1ccc(N2C(=O)N(CC(=O)Nc3ccc(F)c(F)c3)C(=O)C2C)cc1 (stereo not drawn)	-31	-14	2	-2	-116	-2	-26	-6	5	2	-81
CCC1CCc2sc(C(=O)NCC(c3ccccc3OC)N3CCCC3)cc2C1 (stereo not drawn)	36	3	-2	-1	3	20	13	-3	8	2	38
CCOC(=O)c1ccc(NC(=O)CNC(=O)C23CC4CC(CC(C4)C2)C3)cc1	-2	4	-9	2	15	14	6	-8	9	3	4
CN(Cc1ccccc1)C(=O)Cn1c(=O)oc2cc(S(=O)(=O)N3CCCC3)ccc21	5	2	-1	4	6	13	-8	-6	8	-3	11
C=CCCN(Cc1ccccc1)S(=O)(=O)c1cc(Br)ccc1Br	13	3	-3	2	14	-3	-20	-9	4	-1	28
Cc1ccc2[nH]c(=O)c(CN(Cc3cccs3)C(=S)NCC3CCCO3)cc2c1 (stereo not drawn)	6	2	4	2	17	12	-11	-18	-37	-9	11
CCN(C(=S)Nc1cccnc1)c1ccccc1	-16	3	4	-2	13	-12	17	-3	11	-7	11
CCOc1ccc(NC(=O)CS(=O)CC(=O)N(CC(=O)NC(C)(C)C)C2CCCC2)cc1 (stereo not drawn)	5	-12	19	1	8	5	-29	-4	11	-8	-3
COc1ccc2[nH]c(C)c(CCNC(=S)Nc3ccccc3C)c2c1	2	22	22	1	-35	24	9	-10	-25	0	-9
Cc1ccc(C)c(S(=O)(=O)N(C)C2(C)CCS(=O)(=O)C2)c1 (stereo not drawn)	-3	-15	-1	0	10	10	-4	-2	3	-4	11
O=[N+]([O-])c1cccc(/C=C2\CCc3cnn(C4CCS(=O)(=O)C4)c32)c1 (stereo not drawn)	.	-3	.	.	0	11	-14	-7	-18	2	23
O=C(CCNC(=O)c1ccccc1Cl)Nc1ccccc1N1CCCC1	-5	-5	.	2	14	-2	5	-2	2	3	14
CCOC(=O)CCCNC(=O)CSc1nc2ccc(OCC)cc2[nH]1	6	-2	-4	-1	10	-35	-1	6	-2	3	3
O=C(COC(=O)CCc1nc2ccccc2c(=O)[nH]1)Nc1ccccc1	-6	12	-6	.	1	21	-9	-9	-7	13	-3
Cc1ccc(NC(=O)C(=O)NCCCN2CCOCC2)c(C)c1	0	-12	-2	2	-2	-16	-5	-14	11	12	2
Nc1nc2c(ncn2[C@@H]2O[C@H](CNCc3ccc4ncccc4c3)[C@@H](O)[C@H]2O)c(=O)[nH]1	.	-14	.	.	6	2	7	-2	4	.	3
O=C(COC(=O)/C=C/c1ccc2c(c1)OCO2)NCc1ccccc1	2	-13	2	0	5	-5	-19	-2	9	3	4
O=C(COC(=O)CCC(=O)c1ccc(F)cc1)Nc1cccc(S(=O)(=O)N2CCOCC2)c1	-4	8	1	4	10	0	-12	-2	-7	7	7
O=C(O)Cn1nnnc1SCC(=O)Nc1ccc(F)cc1F	0	4	4	4	12	3	7	-2	-14	-1	15
CCc1ccc(C(=O)NNC(=O)c2c(CC)noc2C)cc1	-3	1	10	1	-13	0	-4	.	-8	1	-31
N#Cc1nc(-c2cccs2)oc1N1CCN(c2ccccc2)CC1	-9	6	13	1	-39	-5	-15	-11	-27	6	18
Cc1ccc(C)c(C(O)c2ncc(-c3ccc(Cl)cc3)[nH]2)c1 (stereo not drawn)	.	-14	.	.	-12	16	-9	-6	23	-4	6
COc1ccc(NC(=O)CCN2CCC(C)CC2)cc1	1	7	0	1	5	11	-9	-4	-7	6	-4
COc1cc(-c2cc(-c3ccc(F)cc3)nc(N)c2C#N)ccc1O	-3	-12	-4	-3	9	12	-18	-1	-1	6	29
CCOC(=O)N1CCC(N2CCCC(CO)(Cc3cccc(OC)c3)C2)CC1 (stereo not drawn)	5	-2	-3	3	12	6	-24	-17	3	9	5
COC(=O)c1c(-c2ccsc2)oc2ccc(-c3cc(OC)c(OC)c(OC)c3)cc12	1	-8	1	2	18	34	-19	-9	29	3	27
COc1ccc(CCN(C)CCC(=O)Nc2c(C)cc(C)cc2C)cc1OC	-4	3	14	1	9	13	3	-5	-19	-2	-15
C=C(NS(=O)(=O)c1ccc(C)cc1)C(=O)OC	-11	12	4	.	4	3	21	-4	-10	2	3
O=C(Nc1nc2c(F)cccc2s1)C1CC1	-40	5	-14	1	-184	-35	-57	3	-3	.	-182
Cc1ccc(C2/C(=C(\O)c3cnn(-c4ccccc4)c3C)C(=O)C(=O)N2CCN(C)C)o1 (stereo not drawn)	-35	5	7	4	-140	-1	-56	-1	7	-2	-121
COc1cc(/C=C/C(=O)OCC(=O)Nc2ccc3c(c2)OCCO3)ccc1OCC#N	-2	3	6	4	10	7	-8	-5	-19	1	7
COC(=O)c1ccc(C2/C(=C(\O)c3ccc4c(c3)OCCO4)C(=O)C(=O)N2CCCN2CCOCC2)cc1 (stereo not drawn)	2	7	10	-1	-36	-6	-104	-2	10	-6	-20
Cc1ccc(C)c(NC(=O)C(OC(=O)c2cnc(C)cn2)c2ccccc2)c1 (stereo not drawn)	8	-13	-4	-1	-9	-5	19	-13	1	1	12
Cc1ccc(C(=O)NNC(=O)C(NC(=O)c2cccc(C)c2)C(C)C)cc1 (stereo not drawn)	-2	16	7	2	-11	-7	-7	-5	4	-1	7
COc1ccc(C(=O)Nc2c3c(nn2-c2cccc(Cl)c2)CS(=O)C3)cc1 (stereo not drawn)	-11	8	6	4	1	-6	-22	2	-10	0	-10
COc1ccc(CCNC(=O)c2cc(-c3ccco3)on2)cc1OC	28	0	-4	0	-115	-39	-25	-4	1	0	3
Cc1ccc(C(=O)NCC(=O)NCc2ccc(Cl)cc2)s1	-5	2	14	.	10	28	-22	-6	-7	3	2
CC1(C)C[C@H]2C3=CCC4[C@@]5(C)CC[C@H](O)[C@@](C)(CO)C5CC[C@@]4(C)[C@]3(C)C[C@@H](O)[C@@]2(CO)[C@@H](O)[C@@H]1O (stereo partly drawn)	-6	-17	0	.	14	2	-33	-10	-6	-6	-21
COc1ccc(CN(C2CCCCC2C)S(=O)(=O)c2ccc(S(=O)(=O)N(C)C)cc2)cc1OC (stereo not drawn)	6	-6	5	1	24	7	37	-3	27	0	11
CC1CCCN(C(=O)C2CC(=O)N(c3ccc(Cl)cc3)C2)C1 (stereo not drawn)	-11	-6	0	-1	-2	7	-2	-3	2	10	-10
C=CCNC(=O)c1ccc(Cn2c(=S)[nH]c3cc4c(cc3c2=O)OCO4)cc1	-21	-15	3	-54	1	13	10	-4	-2	-3	13
O=C(NCc1ccccc1)C(c1ccco1)N(C(=O)c1csnn1)C1CC1 (stereo not drawn)	3	6	5	6	17	7	-33	-2	0	0	12
C=CCn1c(C)cc(C(=O)CSc2nnc(NCc3ccccc3)s2)c1C	0	-13	-7	1	-79	-12	-111	-4	32	2	-41
CCOC(=O)C1CCN(C(=O)COC(=O)c2ccc(Br)o2)CC1	3	0	24	2	5	1	-6	.	0	7	-1
COc1cccc(C(C)NC(=O)Nc2cccc(C(F)(F)F)c2)c1 (stereo not drawn)	-4	-16	-5	0	20	44	6	-5	27	1	17
COc1cc2cc(CN(Cc3ccc4c(c3)OCO4)C(=O)c3ccco3)c(=O)[nH]c2cc1OC	2	-4	9	3	14	-27	12	-4	0	-1	10
Cn1c(SCC(=O)NC2CC2)nnc1-c1ccc(Cl)cc1	-6	10	-2	-1	3	4	0	-5	15	4	12
COC(=O)c1ccc([C@H](NC(=O)c2ccco2)[C@]2(C)C[C@H]2C2CCCCC2)cc1	-18	-7	7	2	1	11	-10	-6	3	-4	1
CCOC(=O)c1c(C)noc1CP(=O)(c1ccccc1)c1ccccc1	6	1	14	1	14	2	-14	-3	4	1	10
Cc1c(C(=O)N2CCOCC2)sc2nc(-c3ccccc3)cn12	-35	-2	-4	-1	-168	-96	-53	-6	-7	0	-194
CN(CC(=O)N1CCCCCC1)S(=O)(=O)c1ccc(F)cc1	-33	3	9	1	-107	-44	-52	-6	-6	0	-99
COC(=O)c1cccc(CSc2nnc(C)s2)c1	-40	-12	7	4	-117	-50	-30	-6	13	?	-97
CCCCCc1ccc(-c2ccc(OCC)cc2)nc1	-54	5	5	2	-193	-21	-7	-5	-13	-6	-252

(further entries)
Compound	TRPM1 prom inh	KKLEB cytotox	Vif imaging	NR2E3 ag-1	HIF-2a inh	Shn3 inh set2	NR2E3 ag-2	CaV13 ICDI inh	CF NFkB block	PDI inh	Peg3 prom inh
CCOc1ccc(Br)cc1S(=O)(=O)Nc1cccc(S(=O)(=O)N2CCOCC2)c1	-20	4	-4	.	19	-13	-21	-5	-10	2	15
COc1cc(/C=C/C(=O)OCC(=O)NC(=O)NC2CCCC2)ccc1OCC#N	2	2	2	.	7	10	-18	-4	0	0	2
O=C(Nc1cccc([N+](=O)[O-])c1)C1CC(=O)N(Cc2ccccc2)C1 (stereo not drawn)	2	2	5	1	6	5	-6	1	-17	9	1
CN(CC1CCOCC1)C(=O)c1ccc2nc(Cc3cccc(Cl)c3)oc2c1	9	-3	.	4	-7	-11	13	-7	2	9	-19
